Screening data (PubChem BioAssay)
ASAP1 inh: inhibitors of human ASAP1 ArfGAP activity, primary screen, biochemical, fluorescence polarization; ASAP1-stimulated ARF1 GTP hydrolysis, GDP FP detection; inhibition, % at 16.5 µM; 360,000 compounds, 0.19% hits; in the data active = inhibition above about 25%;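 also: 0% = vehicle with enzyme and substrate and 100% = no enzyme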
MBD2 inh: inhibitors of MBD2 binding to methylated DNA, primary screen, biochemical, TR-FRET, DNA-binding domain, human. MBD2 binding to methylated oligonucleotide. 370,000 compounds, 0.31% hits. Methyl-CpG-binding domain protein 2 (Homo sapiens), Q9UBB5. AID 686964, 2013. inhibition, % at 4.4 µM; in the data active = inhibition above about 13%
UHRF1 binding: UHRF1 methylated DNA binding inhibitors, primary screen, counter-screen for MBD2 inhibitor project, biochemical, TR-FRET, human UHRF1, single concentration. E3 ubiquitin-protein ligase UHRF1 (Homo sapiens), Q96T88. UHRF1 binding to methylated oligo. inhibition, % at 4.4 µM. 370,000 compounds, 0.75% hits. AID 687016, 2013; in the data active = inhibition above about 21%;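 also: UHRF1 SRA domain binding a hemimethylated CpG hairpin DNA probe; 0% = median of test compound wells and 100% = reference inhibitor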
KLK7 zymogen act: proKLK7 zymogen activators, primary screen, biochemical, fluorescence intensity. activation, % at 7 µM. 370,000 compounds, 0.9% hits. Kallikrein-7 (Homo sapiens), P49862. purified proKLK7, EDANS-DABCYL substrate fluorescence; 100% is mature enzyme control, 0% vehicle;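 active = activation above the mean of all tested compounds plus 3 SD, computed per campaign excluding outliers beyond control limits, cut at about 13% in these data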
PLCg1 inh: PLC-gamma1 enzyme inhibitors, primary screen, biochemical, fluorescence, purified enzyme; fluorogenic substrate; 370,000 compounds, 0.84% hits; inhibition, % at 12.2 µM; 1-phosphatidylinositol 4,5-bisphosphate phosphodiesterase gamma-1 (Homo sapiens), P19174; AID 720700, 2013; in the data active = inhibition above about 9.5%
PLCb3 inh: human PLC-beta3 inhibitors, primary screen, biochemical, fluorescence; 1-phosphatidylinositol 4,5-bisphosphate phosphodiesterase beta-3 (Homo sapiens), Q01970; Purified PLC-beta3, fluorogenic substrate; inhibition, % at 12.2 µM; 370,000 compounds, 0.18% hits; AID 720704, 2013; in the data active = inhibition above about 11%;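 also: 0% = median of compound wells on plate and 100% = full blocker control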
Target sequence (Q01970 whole entry, looked up): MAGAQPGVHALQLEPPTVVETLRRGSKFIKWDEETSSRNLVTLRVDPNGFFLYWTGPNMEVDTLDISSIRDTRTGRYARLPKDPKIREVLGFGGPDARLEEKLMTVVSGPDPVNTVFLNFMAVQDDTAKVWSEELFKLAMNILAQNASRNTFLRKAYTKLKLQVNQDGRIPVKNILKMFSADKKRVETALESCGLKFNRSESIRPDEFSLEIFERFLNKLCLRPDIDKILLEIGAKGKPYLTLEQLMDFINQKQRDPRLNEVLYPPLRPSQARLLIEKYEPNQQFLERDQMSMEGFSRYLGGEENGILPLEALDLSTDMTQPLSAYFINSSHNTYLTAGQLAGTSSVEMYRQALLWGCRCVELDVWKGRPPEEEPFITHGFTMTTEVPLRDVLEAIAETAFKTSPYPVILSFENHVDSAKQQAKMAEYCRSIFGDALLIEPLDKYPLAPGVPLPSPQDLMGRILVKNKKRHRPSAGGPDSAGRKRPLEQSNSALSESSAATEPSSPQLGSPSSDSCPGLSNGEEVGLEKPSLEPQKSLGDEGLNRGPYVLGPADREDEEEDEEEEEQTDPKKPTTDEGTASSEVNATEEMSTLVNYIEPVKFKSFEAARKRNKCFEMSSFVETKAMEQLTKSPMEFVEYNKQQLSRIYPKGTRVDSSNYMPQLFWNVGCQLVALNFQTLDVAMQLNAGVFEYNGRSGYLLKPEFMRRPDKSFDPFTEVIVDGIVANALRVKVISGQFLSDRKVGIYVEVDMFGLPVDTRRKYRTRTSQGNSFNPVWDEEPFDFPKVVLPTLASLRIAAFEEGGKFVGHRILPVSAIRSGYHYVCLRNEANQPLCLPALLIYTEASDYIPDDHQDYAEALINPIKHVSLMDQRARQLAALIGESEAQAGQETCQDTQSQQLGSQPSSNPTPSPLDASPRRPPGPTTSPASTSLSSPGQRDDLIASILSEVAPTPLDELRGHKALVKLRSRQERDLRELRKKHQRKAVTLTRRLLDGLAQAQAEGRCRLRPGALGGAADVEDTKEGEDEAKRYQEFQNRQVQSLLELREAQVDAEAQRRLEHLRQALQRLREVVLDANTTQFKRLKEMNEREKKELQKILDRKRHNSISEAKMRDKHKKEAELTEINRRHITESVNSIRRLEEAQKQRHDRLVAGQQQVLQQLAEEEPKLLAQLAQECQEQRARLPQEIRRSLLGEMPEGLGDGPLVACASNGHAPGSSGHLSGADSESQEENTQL
ARFGAP1 inhibitor: inhibitors of rat ARFGAP1 GAP activity, primary screen, biochemical, fluorescence polarization, GDP tracer. Arfgap1-stimulated ARF1 GTP hydrolysis, GDP FP detection. inhibition, % at 16.5 µM. 360,000 compounds, 0.26% hits;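 active = inhibition above a per-plate limit, mean inhibition of low control wells plus 3 SD, cut at about 25% in these data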;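 also: 0% = DMSO wells with enzyme and 100% = wells lacking Arfgap1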
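Material: rat Arfgap1 GAP domain (His6, aa 1-136), purified enzyme. Also added: human ARF1(Δ1-17)-GTP substrate. Compound dosing: 16.5 µM single point, 1.26% DMSO. Timing: enzyme reaction 120 min at 25 °C after 20 min preincubation. Signal: GDP detection by fluorescence polarization. Read-out basis: percent inhibition of GAP-stimulated GDP formation, scaled between DMSO and no-Arfgap1 medians.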
Tn6 DDE FP: inhibitors of Tn6 peptide binding to fibrin DD(E), primary screen, biochemical, fluorescence polarization, human fibrin, Tn6 probe | Fibrinogen beta chain (Homo sapiens), P02675 | Fibrin DD(E) TRITC-Tn6 fluorescence polarization displacement | inhibition, % at 8.3 µM | 370,000 compounds, 0.21% hits;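 active = inhibition above a per-campaign cutoff: mean of compounds within control limits plus 3 SD, cut at about 15% in these data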;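 also: 0% = median of all compound wells on the plate and 100% = blocking peptide control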
DDE Tn7 FP inh: inhibitors of Tn7 peptide binding to fibrin DD(E), primary screen, biochemical, fluorescence polarization, human fibrin, Tn7 probe | AID 720508, 2013 | inhibition, % at 8.3 µM | Fibrinogen beta chain (Homo sapiens), P02675 | 370,000 compounds, 0.13% hits | FP displacement of FITC-Tn7 peptide from fibrin DD(E); 0% = median of compound wells per plate;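 active = inhibition above the mean of compounds falling within the control limits plus 3 SD of them, cut at about 14% in these data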;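 also: 0% = plate median of compound wells and 100% = 10 µM Aha-Tn7 peptide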
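Test system: human clot-derived fibrin DD(E) complex / Quantity: 2 µM final DD(E) protein / Incubation: 10 min plus 3 h, room temperature / Measured by: fluorescence polarization / Benchmarks: high control of 10 µM Aha-Tn7 peptide / Replicates: singlicate testing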
ADAM17 inh: ADAM17 inhibitors, primary screen, biochemical, QFRET; Disintegrin and metalloproteinase domain-containing protein 17 (Homo sapiens), P78536; recombinant ADAM17, EDANS/DABCYL FRET peptide cleavage; inhibition, % at 6.95 µM; 370,000 compounds, 0.83% hits; AID 720648, 2013;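 active = inhibition above the mean of compounds lying between control limits plus 3 SD, set per campaign, cut at about 8.5% in these data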;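 also: 0% = DMSO-only wells as the low control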
The depositor's hits bear a star; i = inactive.

SMILES	ASAP1 inh	MBD2 inh	UHRF1 binding	KLK7 zymogen act	PLCg1 inh	PLCb3 inh	ARFGAP1 inhibitor	Tn6 DDE FP	DDE Tn7 FP inh	ADAM17 inh
COc1ccc(NC(=O)COC(=O)C2CC3C=CC2C3)cc1 (stereo unspecified)	0	-2	2	-0.4	0	3	0	-2	0	-1
O=C(CN(Cc1ccccc1F)S(=O)(=O)c1ccc(Cl)cc1)NCC1CCCO1 (stereo unspecified)	8	4	3	0.5	0	-7	-2	-7	3	0
COc1cc(NS(=O)(=O)c2ccc(NC(=S)NC(=O)c3ccc(F)cc3)cc2)nc(OC)n1	-4	1	1	0.3	-1	-5	11	0	-2	0
COc1ccc2nc(NC(=S)N(C)C)sc2c1	14	-8	-5	-0.2	15*	9	-10	-4	4	13*
CC1=C(C(=O)Nc2ccccc2)C(c2ccc(C)o2)n2c(s/c(=C/c3ccccc3)c2=O)=N1 (stereo unspecified)	-13	-1	-2	0.1	-2	-1	9	-5	3	-2
CSc1cccc(NC(=O)CNC(=O)C2CCCCC2)c1	-10	-5	-2	0.2	-4	-4	14	-5	-6	0
Cc1ccc(N2C(=O)c3ccccc3NC2C(C)Cc2ccc3c(c2)OCO3)cc1 (stereo unspecified)	-6	9	1	-20	-289	-402	3	-11	-1	-156
CC(C)OC(=O)CC12CN3CC(CC(=O)OC(C)C)(CN(C1)C(=O)c1ccccc1C3=O)C2=O	-11	6	0	0.7	-3	2	-2	6	0	-3
CCc1nc2ccccc2c(=O)n1/N=C/c1ccc(Cl)cc1	8	3	-1	-0.2	0	-4	5	-7	-3	-6
CC1CCN(c2ccc(NC(=O)Cc3ccccc3)cc2)CC1	3	0	0	0.6	-1	2	2	-4	-1	1
COc1cccc(CNc2nc3ccccc3n2CCN2CCCCC2)c1	-8	3	7	0.2	3	2	3	-9	-5	2
O=C(CSc1nc(C2CC2)nc2ccccc12)N1c2ccccc2Sc2ccccc21	-9	7	2	0.5	3	-1	1	-1	5	3
CCOC(=O)N1N=C(CC)CC1(O)C(F)(F)F (stereo unspecified)	-2	1	3	0.4	5	3	5	3	1	2
O=C(NCc1ccc2c(c1)OCO2)c1ccccc1Cl	-6	-4	-2	-0.1	1	-7	7	3	-7	-3
CC1=NCCN1CCNC(=O)Nc1cc(C)cc(C)c1	-5	-2	0	-0.1	0	-11	5	4	0	-3
Cn1c(=O)[nH]c(=O)c2c1nc(N1CCN(CCO)CC1)n2CCSc1nc2ccccc2s1	-15	0	3	-0.1	-1	-1	38*	0	3	-1
N/C(=N\OC(=O)Cc1ccc([N+](=O)[O-])cc1)c1ccc([N+](=O)[O-])cc1	3	-3	-1	-0.2	3	-3	-2	6	-6	3
COc1cc(C=NNC(=O)Cn2nc(C)cc2C)ccc1OC(=O)C1CC1	-6	-3	-4	-0.1	3	-8	2	5	4	-2
c1ccc(CNc2nc3ccccc3[nH]2)cc1	7	0	4	-0.6	1	1	5	-3	-2	0
CC(=O)NC(=S)Nc1ccc(S(=O)(=O)N2CCOCC2)cc1	11	3	2	-0.5	3	5	2	-4	-3	0
Cc1cc(C)c(C#N)c(SCc2ccc(F)cc2)n1	-4	5	3	0.4	-1	-1	-7	-7	-1	-1
Cc1nn(C)c(C(=O)NC2C3CC4CC(C3)CC2C4)c1Cl (stereo unspecified)	4	-2	6	-1.1	1	3	5	6	2	-3
CC(Sc1nnc(Cc2cccs2)n1C1CCCCC1)C(=O)N1CCc2ccccc21 (stereo unspecified)	6	-2	-1	0.6	2	4	8	-7	5	4
Cc1ccc(NC(=O)Nc2ccc(F)c(Cl)c2)cc1	-1	7	1	0.4	0	-5	-8	-6	-1	-1

A different layout for some results above:
> Cc1nn(C)c(C(=O)NC2C3CC4CC(C3)CC2C4)c1Cl (stereo unspecified)
  ASAP1 inh: 4
  MBD2 inh: -2
  UHRF1 binding: 6
  KLK7 zymogen act: -1.1
  PLCg1 inh: 1
  PLCb3 inh: 3
  ARFGAP1 inhibitor: 5
  Tn6 DDE FP: 6
  DDE Tn7 FP inh: 2
  ADAM17 inh: -3

> CC1=NCCN1CCNC(=O)Nc1cc(C)cc(C)c1
  ASAP1 inh: -5
  MBD2 inh: -2
  UHRF1 binding: 0
  KLK7 zymogen act: -0.1
  PLCg1 inh: 0
  PLCb3 inh: -11
  ARFGAP1 inhibitor: 5
  Tn6 DDE FP: 4
  DDE Tn7 FP inh: 0
  ADAM17 inh: -3

(listing goes on)
SMILES	ASAP1 inh	MBD2 inh	UHRF1 binding	KLK7 zymogen act	PLCg1 inh	PLCb3 inh	ARFGAP1 inhibitor	Tn6 DDE FP	DDE Tn7 FP inh	ADAM17 inh
O=C(COC(=O)c1ccccn1)Nc1cccc2ccccc12	-10	2	6	-0.4	4	-7	-3	-3	-4	-1
CCOC(=O)C1CSC(CC(=O)Nc2ccc(Cl)c(Cl)c2)C(=O)N1 (stereo unspecified)	10	0	3	-0.1	-3	-3	8	5	-3	-1
O=c1oc2c3c4c(cc2c2c1CCC2)OCCN4CCC3	6	-9	-7	9.7	i	i	-12	5	4	i
Cc1ccc(N/C=C/C(=O)c2ccco2)c(O)c1	-1	-5	-3	0.7	-10	-24	18	-3	-2	0
COc1cccc(CNC(=O)c2ccccc2-c2ccccc2)c1	11	3	0	0.3	1	-4	-4	7	-3	-3
Cc1nc(-c2cccc(NC(=O)Cc3ccccc3)c2)cs1	0	-1	3	-0.3	5	3	-4	0	2	2
Cc1ccc(NC(=O)C(=O)NCCN2CCN(Cc3ccc([N+](=O)[O-])cc3)CC2)cc1	4	-4	-3	-0.5	1	2	-9	6	5	0
CCN(CC)CC(=O)Nc1c2c(nc3ccccc13)N(C)CC2	5	2	-1	0.2	-93	-114	-1	-6	-1	-139
CCC(C)(C)C1CCc2[nH]nc(C(=O)NC3CCCCC3)c2C1 (stereo unspecified)	14	0	-2	-0.2	2	4	12	5	-4	-2
O=C(Nc1cccnc1)c1ccc([N+](=O)[O-])o1	8	6	1	-0.6	2	-6	2	1	-6	0
O=C1NC(=O)C(=Cc2ccc(Cl)c(Cl)c2)S1	1	-1	-1	0.7	-2	-2	-4	8	9	-1
Cc1ccccc1C1NC(=O)Cc2ccccc21 (stereo unspecified)	7	1	-3	-0.1	3	3	9	0	4	-4

Arranged by count of non-hydrogen atoms (low to high): 4 of the compounds above
SMILES	ASAP1 inh	MBD2 inh	UHRF1 binding	KLK7 zymogen act	PLCg1 inh	PLCb3 inh	ARFGAP1 inhibitor	Tn6 DDE FP	DDE Tn7 FP inh	ADAM17 inh
Cc1ccc(N/C=C/C(=O)c2ccco2)c(O)c1	-1	-5	-3	0.7	-10	-24	18	-3	-2	0
O=c1oc2c3c4c(cc2c2c1CCC2)OCCN4CCC3	6	-9	-7	9.7	i	i	-12	5	4	i
CCC(C)(C)C1CCc2[nH]nc(C(=O)NC3CCCCC3)c2C1 (stereo unspecified)	14	0	-2	-0.2	2	4	12	5	-4	-2
COc1cccc(CNC(=O)c2ccccc2-c2ccccc2)c1	11	3	0	0.3	1	-4	-4	7	-3	-3

(list continues)
SMILES	ASAP1 inh	MBD2 inh	UHRF1 binding	KLK7 zymogen act	PLCg1 inh	PLCb3 inh	ARFGAP1 inhibitor	Tn6 DDE FP	DDE Tn7 FP inh	ADAM17 inh
CCOC(=O)N1CCN(C(=S)Nc2cc(S(=O)(=O)N3CCOCC3)ccc2Cl)CC1	-8	0	-1	0.2	0	-2	5	5	7	-1
CC(C)(C)N(NS(=O)(=O)c1ccc(F)cc1)c1ccccc1	-16	-7	-2	0.7	-1	-6	-8	-3	-8	-2
CCc1nc(N2CCC(C)CC2)c2oc3ccccc3c2n1	-10	-3	-2	0.0	-5	-6	5	14	3	0
C#CCN1C(=O)C2C(C(=O)NC)C3C=CC2(O3)C1C(=O)NCc1ccc(OC)cc1 (stereo unspecified)	3	-2	-3	1.1	4	2	4	-3	-5	-1
CCOC(=O)N1CCN(C(=O)c2ccc3c(=O)n(-c4ccc(OC)cc4)c(=S)[nH]c3c2)CC1	-5	-3	5	-0.3	0	-3	-3	-3	-1	4
Cc1ccc(NC(=O)CN2C(=O)NC3(CCc4ccccc43)C2=O)cc1S(=O)(=O)N1CCCCC1 (stereo unspecified)	9	2	-2	-0.2	4	-5	17	-3	-2	5
Cc1ccc(C(=O)N2CCC(Cc3ccccc3)CC2)cc1S(=O)(=O)N1CCOCC1	0	2	-1	0.3	-5	-2	0	-2	0	0
COCCNS(=O)(=O)c1ccc(OCC(=O)N2CCc3ccccc3C2)c(Cl)c1	1	0	-3	0.5	-1	-8	-13	1	2	2
Cn1c(=O)c(=O)n(C)c2cc(S(=O)(=O)CCC(=O)Nc3cccc(C(F)(F)F)c3)ccc21	-8	4	-4	-0.9	2	-5	-4	-10	-3	-4
O=C(COc1coc(CN2CCc3ccccc32)cc1=O)NCCc1ccccc1	1	0	3	0.1	3	-4	22	-3	-5	5
CN(CCC#N)C(=O)COC(=O)c1cc(Cl)cc(Cl)c1N	-1	-4	-1	16*	-339	-407	9	-3	-11	-473
O=C(NC1CCCC1)C1CC(=O)N(C2CCCCCCC2)C1 (stereo unspecified)	-11	-5	0	-0.2	1	1	6	-9	0	-4
